Screens: PubChem, The Scripps Research Institute Molecular Screening Center
PAFAH1B2 FP inh: inhibitors of human PAFAH1B2; P68402; recombinant PAFAH1B2, FP-rhodamine activity probe, fluorescence polarization; inhibition, % at 3.39 µM; 1.2% of 340,000 active;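 active = inhibition above the mean of all tested compounds plus 3 SD, cut at about 24% in these data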;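 also: 0% = enzyme with DMSO and 100% = wells lacking PAFAH1B2; many of its hits are not listed in these tables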
Target sequence (P68402 whole entry, looked up): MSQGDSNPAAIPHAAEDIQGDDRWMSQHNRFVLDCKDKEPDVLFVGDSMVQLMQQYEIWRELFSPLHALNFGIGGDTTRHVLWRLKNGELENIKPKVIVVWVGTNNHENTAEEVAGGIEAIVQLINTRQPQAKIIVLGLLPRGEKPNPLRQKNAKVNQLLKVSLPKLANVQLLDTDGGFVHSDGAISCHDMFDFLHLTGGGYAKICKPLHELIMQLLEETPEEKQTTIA
PAFAH1B3 FP inh: inhibitors of human PAFAH1B3. recombinant PAFAH1B3, FP-rhodamine probe, fluorescence polarization. Q15102. 0.28% of 340,000 active. inhibition, % at 3.39 µM;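 active = inhibition above the screen-wide average of all tested compounds plus 3 SD, cut at about 25% in these data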;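 also: 0% = enzyme with DMSO only and 100% = wells lacking PAFAH1B3 protein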
GSTO1 counter: GSTO1 inhibition, counter-screen for RBBP9 inhibitors; P78417; recombinant GSTO1, activity-based probe fluorescence polarization; inhibition, % at 5.96 µM; 1.1% of 300,000 active;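 active = inhibition above the campaign mean inhibition plus 3 SD, cut at about 35% in these data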;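 also: 0% = GSTO1-1 with DMSO and 100% = wells lacking GSTO1-1 enzyme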
LYPLA1 counter: counter-screen for PME1 inhibitors: inhibitors of human LYPLA1 | O75608 | recombinant LYPLA1, FP-Rh probe fluorescence polarization | inhibition, % at 5.9 µM | 0.16% of 320,000 active;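 active = inhibition above the mean of all tested compounds plus 3 SD, set per campaign, cut at about 14% in these data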;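 also: inhibitors block serine hydrolase probe labeling of LYPLA1 so polarization falls; 0% = enzyme with DMSO and 100% = wells lacking LYPLA1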
PAFAH2 inh: inhibitors of human PAFAH2 | inhibition, % at 3.39 µM | Q99487 | AID 492956 | 0.99% of 340,000 active | recombinant PAFAH2, FP-rhodamine activity probe, fluorescence polarization;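 active = inhibition above the mean over all tested compounds plus 3 SD, cut at about 30% in these data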;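 also: inhibitors block probe labeling of enzyme so polarization drops; 0% = enzyme with DMSO and 100% = wells lacking PAFAH2 protein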
PAD4 FP inh: inhibitors of human PAD4; recombinant PAD4, RCA probe fluorescence polarization; inhibition, % at 6.36 µM; 0.41% of 330,000 active;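 active = percent inhibition above a cutoff equal to the mean of all tested compounds plus 3 SD, cut at about 15% in these data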;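 also: 0% = PAD4 with RCA probe and DMSO and 100% = probe without PAD4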
Target sequence (Q9UM07 whole entry, looked up): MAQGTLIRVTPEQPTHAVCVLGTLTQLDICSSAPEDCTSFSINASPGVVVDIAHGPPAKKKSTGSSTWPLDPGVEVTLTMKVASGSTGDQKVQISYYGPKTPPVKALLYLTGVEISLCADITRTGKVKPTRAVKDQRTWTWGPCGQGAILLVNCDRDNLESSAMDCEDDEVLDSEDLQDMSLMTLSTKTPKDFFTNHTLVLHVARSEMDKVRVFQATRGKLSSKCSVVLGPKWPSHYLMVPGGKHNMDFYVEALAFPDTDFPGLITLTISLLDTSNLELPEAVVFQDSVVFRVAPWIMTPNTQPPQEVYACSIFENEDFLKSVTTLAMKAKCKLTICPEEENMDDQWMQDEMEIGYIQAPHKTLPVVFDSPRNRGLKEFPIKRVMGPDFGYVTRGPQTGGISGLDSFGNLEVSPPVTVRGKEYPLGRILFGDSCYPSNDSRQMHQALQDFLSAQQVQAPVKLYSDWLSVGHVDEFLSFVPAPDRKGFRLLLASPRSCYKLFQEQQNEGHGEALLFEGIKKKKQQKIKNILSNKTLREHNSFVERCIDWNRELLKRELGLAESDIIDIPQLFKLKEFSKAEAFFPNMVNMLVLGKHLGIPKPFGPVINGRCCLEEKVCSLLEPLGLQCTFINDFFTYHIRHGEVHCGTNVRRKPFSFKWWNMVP
pPAFAH FP inh: pPAFAH (human) enzyme inhibition. 1.5% of 330,000 active. inhibition, % at 3.39 µM. Q13093. recombinant pPAFAH, FP-rhodamine probe fluorescence polarization;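 active = inhibition above the mean inhibition across the screen plus 3 SD, cut at about 25% in these data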;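 also: inhibitors block binding of the rhodamine activity-based probe so polarization drops; 0% = enzyme with DMSO and 100% = wells lacking pPAFAH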
PME-1 primary: blocks human protein phosphatase methylesterase 1 | Q9Y570 | recombinant PME-1, FP-Rh probe fluorescence polarization | inhibition, % at 5.9 µM | 0.53% of 320,000 active | AID 2130;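 active = inhibition above the campaign mean of all compounds plus 3 SD, cut at about 26% in these data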;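 also: competitive labeling of PME-1 active site by serine hydrolase directed probe; 0% = PME-1 with DMSO and 100% = wells lacking PME-1 enzyme; inhibitors block probe labeling so polarization falls and inhibition rises; many of its hits are not listed in these tables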
Fam108B inh: counter-screen for RBBP9 inhibitors: inhibitors of mouse Fam108B. recombinant Fam108B, FP-Rh probe fluorescence polarization. inhibition, % at 9.51 µM. 0.33% of 300,000 active. AID 1947;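 active = inhibition above the screen mean inhibition plus 3 SD, computed separately per campaign, cut at about 18% in these data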;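 also: inhibitors lower polarization as less probe binds the enzyme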
Active calls of the source: *. An excerpt; rates above refer to the full screens.

A first look (two entries):
`CCOc1ccccc1NC(=O)N1CCN(S(C)(=O)=O)CC1` gave PAFAH1B2 FP inh 2, PAFAH1B3 FP inh 2, GSTO1 counter 4, LYPLA1 counter -1, PAFAH2 inh 4, PAD4 FP inh -2, pPAFAH FP inh 0, PME-1 primary -6 and Fam108B inh -1.
Cc1cc(/C=C2\SC(=S)N(Cc3ccco3)C2=O)c(C)n1-c1ccccc1 was read as PAFAH1B2 FP inh 5, PAFAH1B3 FP inh 0, GSTO1 counter -13, LYPLA1 counter -4, PAFAH2 inh -8, PAD4 FP inh -11, pPAFAH FP inh 1, PME-1 primary -11 and Fam108B inh -1.

Results, repeating the preview:
`CCOc1ccccc1NC(=O)N1CCN(S(C)(=O)=O)CC1` gave PAFAH1B2 FP inh 2, PAFAH1B3 FP inh 2, GSTO1 counter 4, LYPLA1 counter -1, PAFAH2 inh 4, PAD4 FP inh -2, pPAFAH FP inh 0, PME-1 primary -6 and Fam108B inh -1.
Cc1cc(/C=C2\SC(=S)N(Cc3ccco3)C2=O)c(C)n1-c1ccccc1 was read as PAFAH1B2 FP inh 5, PAFAH1B3 FP inh 0, GSTO1 counter -13, LYPLA1 counter -4, PAFAH2 inh -8, PAD4 FP inh -11, pPAFAH FP inh 1, PME-1 primary -11 and Fam108B inh -1.
`Cc1cc(N2C(=O)C(O)=C(C(=O)c3ccco3)C2c2cccc(O)c2)no1` (centres undefined) gave PAFAH1B2 FP inh 1, PAFAH1B3 FP inh 4, GSTO1 counter 1, LYPLA1 counter -1, PAFAH2 inh 9, PAD4 FP inh -3, pPAFAH FP inh 10, PME-1 primary -2 and Fam108B inh -1.
`COC(=O)C(NNc1ccccc1C)(NC(=O)c1ccc(F)cc1)C(F)(F)F` (centres undefined) gave PAFAH1B2 FP inh -1, PAFAH1B3 FP inh 4, GSTO1 counter -2, LYPLA1 counter 0, PAFAH2 inh 7, PAD4 FP inh -1, pPAFAH FP inh 0, PME-1 primary 5 and Fam108B inh -2.
Cc1cccc(OCCn2nnc3ccccc32)c1C was read as PAFAH1B2 FP inh -3, PAFAH1B3 FP inh -1, GSTO1 counter 0, LYPLA1 counter -3, PAFAH2 inh 0, PAD4 FP inh -2, pPAFAH FP inh 7, PME-1 primary -3 and Fam108B inh -2.
CCOC(=O)N1CCN(C(=O)c2cc(C)c3c(C)nn(-c4ccccc4)c3n2)CC1 was read as PAFAH1B2 FP inh 3, PAFAH1B3 FP inh 1, GSTO1 counter -6, LYPLA1 counter 1, PAFAH2 inh -2, PAD4 FP inh -4, pPAFAH FP inh -3, PME-1 primary -1 and Fam108B inh -2.
CCN(CC(=O)NCCc1ccccc1)S(=O)(=O)c1ccc(Br)cc1 was read as PAFAH1B2 FP inh 5, PAFAH1B3 FP inh 13, GSTO1 counter 10, LYPLA1 counter -1, PAFAH2 inh 2, PAD4 FP inh -4, pPAFAH FP inh 9, PME-1 primary 3 and Fam108B inh 0.
For CCOC(=O)CN1C(=O)N[C@@H](c2cccc(C(F)(F)F)c2)C(C(C)=O)=C1C the results were PAFAH1B2 FP inh 10, PAFAH1B3 FP inh 14, GSTO1 counter 6, LYPLA1 counter 0, PAFAH2 inh 1, PAD4 FP inh -7, pPAFAH FP inh -1, PME-1 primary 1 and Fam108B inh -1.
COc1ccc(S(=O)(=O)N2CCC(C(=O)NCc3ccccn3)CC2)cc1OC was read as PAFAH1B2 FP inh 6, PAFAH1B3 FP inh -4, GSTO1 counter 4, LYPLA1 counter -4, PAFAH2 inh -3, PAD4 FP inh 3, pPAFAH FP inh 5, PME-1 primary 5 and Fam108B inh 0.
For CCOc1ccc(NC(=S)N(CCN2CCOCC2)Cc2ccc3c(c2)CCCN3CC)cc1 the results were PAFAH1B2 FP inh 1, PAFAH1B3 FP inh 9, GSTO1 counter 21, LYPLA1 counter -1, PAFAH2 inh 4, PAD4 FP inh -8, pPAFAH FP inh 9, PME-1 primary 2 and Fam108B inh 4.
For O=C(CSc1ccccn1)N/N=C/C=C/c1ccccc1 the results were PAFAH1B2 FP inh -1, PAFAH1B3 FP inh 2, GSTO1 counter 2, LYPLA1 counter -3, PAFAH2 inh -9, PAD4 FP inh 0, pPAFAH FP inh 4, PME-1 primary 0 and Fam108B inh 3.
Cc1ccc(S(=O)(=O)/N=C2/C=C(Sc3ncn[nH]3)C(=O)c3ccccc32)cc1 was read as PAFAH1B2 FP inh 51*, PAFAH1B3 FP inh 48*, GSTO1 counter 96*, LYPLA1 counter 6, PAFAH2 inh 75*, PAD4 FP inh 39*, pPAFAH FP inh 9, PME-1 primary 46* and Fam108B inh 80*.
Screening COc1cc(OC)c(NC(=O)CCCn2c(=O)oc3ccccc32)cc1Cl returned PAFAH1B2 FP inh 2, PAFAH1B3 FP inh 7, GSTO1 counter -6, LYPLA1 counter 1, PAFAH2 inh 1, PAD4 FP inh -6, pPAFAH FP inh 2, PME-1 primary 4 and Fam108B inh -2.
For CCOc1ccc(CN2CCNC(=O)C2CC(=O)NCc2cc(C)n(C)n2)cc1 (centres undefined) the results were PAFAH1B2 FP inh -4, PAFAH1B3 FP inh 8, GSTO1 counter 6, LYPLA1 counter 5, PAFAH2 inh 0, PAD4 FP inh 2, pPAFAH FP inh 5, PME-1 primary -2 and Fam108B inh 5.
O=C(NCc1ccccc1F)c1ccc2c(c1)OCCO2 was read as PAFAH1B2 FP inh 7, PAFAH1B3 FP inh 9, GSTO1 counter 5, LYPLA1 counter 2, PAFAH2 inh -3, PAD4 FP inh -3, pPAFAH FP inh 2, PME-1 primary -7 and Fam108B inh 2.

Random excerpt: 2 compounds from above
COc1ccc(S(=O)(=O)N2CCC(C(=O)NCc3ccccn3)CC2)cc1OC was read as PAFAH1B2 FP inh 6, PAFAH1B3 FP inh -4, GSTO1 counter 4, LYPLA1 counter -4, PAFAH2 inh -3, PAD4 FP inh 3, pPAFAH FP inh 5, PME-1 primary 5 and Fam108B inh 0.
CCOC(=O)N1CCN(C(=O)c2cc(C)c3c(C)nn(-c4ccccc4)c3n2)CC1 was read as PAFAH1B2 FP inh 3, PAFAH1B3 FP inh 1, GSTO1 counter -6, LYPLA1 counter 1, PAFAH2 inh -2, PAD4 FP inh -4, pPAFAH FP inh -3, PME-1 primary -1 and Fam108B inh -2.

(continued)
For Cc1c(C(=O)O)c(C(=O)O)nc2ccc(N3CCOCC3)cc12 the results were GSTO1 counter 7, LYPLA1 counter 1, PAD4 FP inh -6, pPAFAH FP inh -2, PME-1 primary 0 and Fam108B inh 2.
For CC(C)[C@H](NC(=O)NCCC1=CCCCC1)C(=O)O the results were PAFAH1B2 FP inh 10, PAFAH1B3 FP inh 1, GSTO1 counter -2, LYPLA1 counter 0, PAFAH2 inh -7, PAD4 FP inh 1, pPAFAH FP inh 0, PME-1 primary -2 and Fam108B inh -5.
Screening CCc1nc(SCc2cccnc2)c2c(=O)n(C)c(=O)n(C)c2n1 returned PAFAH1B2 FP inh 4, PAFAH1B3 FP inh 6, GSTO1 counter 1, LYPLA1 counter 2, PAFAH2 inh 1, PAD4 FP inh -1, pPAFAH FP inh 2, PME-1 primary 0 and Fam108B inh 2.
Screening CC(Oc1ccc(Cl)cc1Cl)C(=O)Nc1ccncc1 (centres undefined) returned PAFAH1B2 FP inh 9, PAFAH1B3 FP inh 4, GSTO1 counter -5, LYPLA1 counter -3, PAFAH2 inh -1, PAD4 FP inh 3, pPAFAH FP inh 1, PME-1 primary 0 and Fam108B inh -1.
CCCCCCC(=O)Nc1c(O)c2ccccc2[nH]c1=O was read as PAFAH1B2 FP inh 10, PAFAH1B3 FP inh 11, GSTO1 counter 5, LYPLA1 counter 0, PAFAH2 inh 42*, PAD4 FP inh 0, pPAFAH FP inh 2, PME-1 primary -1 and Fam108B inh 5.
For Cc1nc2sccn2c(=O)c1Br the results were PAFAH1B2 FP inh -2, PAFAH1B3 FP inh 9, GSTO1 counter 0, LYPLA1 counter -2, PAFAH2 inh -3, PAD4 FP inh -4, pPAFAH FP inh -3, PME-1 primary -3 and Fam108B inh 2.
For COc1ccc(C(=O)NCCCn2ccnc2)cc1 the results were PAFAH1B2 FP inh 5, PAFAH1B3 FP inh 7, GSTO1 counter 5, LYPLA1 counter 2, PAFAH2 inh 0, PAD4 FP inh 2, pPAFAH FP inh 2, PME-1 primary 1 and Fam108B inh 1.
`CCOC(=O)c1ccc(NC(=O)NS(=O)(=O)c2ccc(C)cc2)cc1` gave PAFAH1B2 FP inh 4, PAFAH1B3 FP inh 0, GSTO1 counter 3, LYPLA1 counter 2, PAFAH2 inh -3, PAD4 FP inh -1, pPAFAH FP inh 1, PME-1 primary -2 and Fam108B inh 3.
For COc1cccc(OCC(O)CN2CCN(c3ccc(F)cc3)CC2)c1 (centres undefined) the results were PAFAH1B2 FP inh 3, PAFAH1B3 FP inh -1, GSTO1 counter -1, LYPLA1 counter 5, PAFAH2 inh -10, PAD4 FP inh 4, pPAFAH FP inh 0, PME-1 primary 1 and Fam108B inh 4.
`O=C(CS(=O)(=O)c1ccccc1)c1cc2cc(F)ccc2oc1=O` gave PAFAH1B2 FP inh 5, PAFAH1B3 FP inh 14, GSTO1 counter 8, LYPLA1 counter -3, PAFAH2 inh 16, PAD4 FP inh 1, pPAFAH FP inh 17, PME-1 primary -1 and Fam108B inh -2.
`O=C(Cc1noc2ccccc12)Nc1ccc(Cl)cc1` gave PAFAH1B2 FP inh 7, PAFAH1B3 FP inh 5, GSTO1 counter 2, LYPLA1 counter 2, PAFAH2 inh -2, PAD4 FP inh -3, pPAFAH FP inh -7, PME-1 primary -10 and Fam108B inh -2.
For COc1ccc(N2CCN(C(=O)c3ccc(F)cc3)CC2)c([N+](=O)[O-])c1 the results were PAFAH1B2 FP inh 6, PAFAH1B3 FP inh -1, GSTO1 counter 1, LYPLA1 counter -3, PAFAH2 inh 1, PAD4 FP inh -2, pPAFAH FP inh 4, PME-1 primary -8 and Fam108B inh 0.
CC(C)Sc1ccc(C(=O)Nc2ccc(F)cc2F)cn1 was read as PAFAH1B2 FP inh 7, PAFAH1B3 FP inh 0, GSTO1 counter 10, LYPLA1 counter 1, PAFAH2 inh -5, PAD4 FP inh -3, pPAFAH FP inh -1, PME-1 primary -1 and Fam108B inh -3.
CC(=O)NC(CC(=O)Nc1ccc(S(=O)(=O)N2CCCCC2)cc1)c1ccccc1 (centres undefined) was read as PAFAH1B2 FP inh 10, PAFAH1B3 FP inh 5, GSTO1 counter 0, LYPLA1 counter 7, PAFAH2 inh 4, PAD4 FP inh 3, pPAFAH FP inh 5, PME-1 primary 8 and Fam108B inh 0.
`Cc1ccc(S(=O)(=O)N2CCC(C(=O)OCC(=O)N3CCC(C)CC3)CC2)cc1C` gave PAFAH1B2 FP inh 8, PAFAH1B3 FP inh 3, GSTO1 counter 0, LYPLA1 counter 2, PAFAH2 inh 3, PAD4 FP inh 1, pPAFAH FP inh 12, PME-1 primary 12 and Fam108B inh 0.
`C[C@H](NC(=O)[C@@H]1CSC2c3ccccc3C(=O)N21)C(=O)NCc1c(F)cccc1Cl` (some centres undefined) gave PAFAH1B2 FP inh -2, PAFAH1B3 FP inh 6, GSTO1 counter -2, LYPLA1 counter -5, PAFAH2 inh -9, PAD4 FP inh 0, pPAFAH FP inh -7, PME-1 primary 7 and Fam108B inh 1.
`O=C(CCCNC(=O)c1ccc(Cl)cc1)OCc1cccc(Br)c1` gave PAFAH1B2 FP inh 15, PAFAH1B3 FP inh 3, GSTO1 counter 2, LYPLA1 counter -1, PAFAH2 inh 6, PAD4 FP inh -1, pPAFAH FP inh 7, PME-1 primary 0 and Fam108B inh 0.
